High-throughput results as filed in PubChem.
KCNH2 WT inh = inhibitors of human wildtype KCNH2 potassium channel | U2OS, BacMam KCNH2, thallium flux FluxOr; hits give low values | Q12809 | hit rate 0.37% among 340,000 | activity change, % at 1.84 µM;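 active = maximum activity change below -70%; inconclusive = maximum activity change between -70% and -50%; inactive = maximum activity change above -50%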; note: % is set by controls: 0 for no effect and ±100 for the full control effect
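U2OS cells transduced with wild-type KCNH2 virus are loaded with FluxOr dye for 45 min, and thallium flux is measured in kinetic reads before and after stimulation buffer. Rate constants are normalized to DMSO controls.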
A-T KAP1 phos = potential ataxia-telangiectasia treatments restoring KAP-1 phosphorylation | […] A-T fibroblasts, KAP-1 phosphorylation AlphaLISA; neocarzinostatin DNA damage 30 min before lysis | Potency, µM (doses to about 57.5 µM), for the others: top-dose activation, usual class: activators | hit rate 0.19% among 320,000 | AID 485349; note: potency is the fitted concentration of half-maximal effect; % of control where 0% means no effect; nearly all actives have a fitted effect of over 45% in size
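ATM-like activity read as KAP-1 phosphorylation via AlphaLISA donor/acceptor antibody pairs after lysis and 6 hr at 25C. Cells were ATM-null patient fibroblasts ([…], hTERT), dosed 60 min, then exposed to the DSB inducer NCS for 30 min.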
ELG1 DNA repair = inhibitors of ELG1-dependent DNA repair in HEK293T cells | AID 504467 | Potency, µM (highest dose often 46.1 µM), for the others: at the highest dose activity change, negative = inhibition, usual class: inhibitors | hit rate 2.3% among 330,000 | HEK293T ELG1-luciferase reporter, luminescence, 16 h; DNA damage induced by 5-fluorouridine; note: potency is the fitted concentration of half-maximal effect; % is set by controls: 0 for no effect and ±100 for the full control effect; nearly all actives have a fitted effect of over 55% in size
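In this reporter screen, reduction of luminescence relative to DMSO vehicle indicated activity. Compounds and 5-fluorouridine were added together to 2,000 cells per well, incubated for 16 hr at 37 °C, then developed with ONE-Glo.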
Mito fusion act = mitochondrial division inhibition or fusion activation; hit rate 0.23% among 320,000; S. cerevisiae fusion-defective mutant growth rescue, CellTiterGlo 48 h; Potency, µM (highest dose often 46.1 µM), inactives show at the highest dose growth rescue (activation), actives largely listed as activators;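 note: potency is the fitted concentration of half-maximal effect; % of control where 0% means no effect; nearly all actives have a fitted effect of over 45% in size; temperature-sensitive fusion mutants such as fzo1-1 at 37 °C on non-fermentable ethanol glycerol medium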
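Growth-rescue viability read-out: after 48 h at the non-permissive 37C in glycerol/ethanol YPEG, yeast mitochondrial fusion mutants are measured by CellTiterGlo luminescence; compounds (23 nl pinned per well) restoring growth score as division inhibitors or fusion activators.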
USP2a inh = blocks human ubiquitin-specific protease USP2a; hit rate 0.01% among 330,000; USP2 core, Ub-CHOP2 coupled fluorogenic reporter, 485/531; O75604; Potency, µM (top dose mostly 38.3 µM), for the others: at the top dose activity change, negative = inhibition, actives largely listed as inhibitors;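 note: potency is the fitted concentration of half-maximal effect; plate controls were DMSO wells for no effect and full inhibition by NEM control for full effect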
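Deubiquitinase activity read as fluorescence (485/531 nm) after Ub-CHOP2 cleavage activates the enterokinase reporter on its substrate; USP2 core 10nM, Ub-CHOP2 and substrate 25nM each, 30min compound preincubation then 60min RT; data normalized to NEM, curves fitted.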
TRPV1 ag = human TRPV1 agonism; TRPV1-expressing cells, Fluo-8 calcium influx, agonist mode; activation, % at 8.33 µM; hit rate 0.19% among 320,000; in the data active = activation above about 80%; inconclusive = between about 30% and that limit; note: 0% is about no effect
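Cells expressing TRPV1 were dye-loaded with Fluo-8 and read kinetically: 10 s baseline, 3 min after compound (agonist portion), then 2 min after EC20 capsaicin (allosteric enhancer portion). Calcium-bound dye fluorescence at 480/520 nm.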
KCNH2 3.1 block = blocks the human KCNH2 3.1 channel isoform; U2OS KCNH2 3.1, thallium flux FluxOr; hits give low values; hit rate 0.95% among 340,000; activity change, % (tested at about 1.8 µM);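 active = maximum activity change below -70%; inconclusive = maximum activity change from -70% to -50%; inactive = maximum activity change above -50%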;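 note: thallium influx rate constant from kinetic fluorescence after stimulation buffer; % is set by controls: 0 for no effect and ±100 for the full control effect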
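Virally transduced U2OS (3.1 isoform, 4 h infection in dark at RT) → overnight 37 C → FluxOr + Red40 in HBSS/HEPES, 45 min → stimulation buffer, 2 min kinetic read → rate constant vs DMSO controls.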
TCR activator = T cell receptor activation; 330,000 tested, under 10 active; AID 504894; primary human leukocytes, anti-CD3, IL-2 HTRF, 48 h; Potency, µM (series often up to 9.22 µM), for the others: top-dose activation of IL-2 secretion, hits mostly activators; note: % of control where 0% means no effect
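IL-2 release read by HTRF sandwich (Eu cryptate donor, d2 acceptor, 665 nm emission) after 48 hr exposure of primary human leukocytes to compound together with anti-CD3 beads in the absence of co-stimulatory signals.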
TSHR antag = human thyrotropin receptor antagonism; hit rate 0.2% among 330,000; activity change, negative = inhibition, % at 11.5 µM; TSHR-expressing cells, TSH-stimulated cAMP HTRF, 2 h; hits give low values;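 active = activity change below a set negative limit, meaning inhibition stronger than a set level, cut at about -70% in these data; inconclusive = activity change between two set negative limits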; note: % is set by controls: 0 for no effect and ±100 for the full control effect
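Cell-based HTRF cAMP assay; TSHR cells + compound, TSH EC80 (4nM final), 2 h, 37 deg C. Lysis with anti-cAMP cryptate and cAMP-d2, 30 min RT, read 665/620 nm.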
Eya2 inh = blocks the phosphatase activity of human Eya2. O00167. recombinant Eya2, OMFP fluorescence dephosphorylation (OMFP is methylfluorescein phosphate). Potency, µM (top dose mostly 76.9 µM), inactives show top-dose activity, negative = inhibition, most hits filed as inhibitors. hit rate 0.006% among 330,000. AID 488837; note: potency is the fitted concentration of half-maximal effect; % is set by controls: 0 for no effect and ±100 for the full control effect
Target sequence (O00167 whole entry, looked up): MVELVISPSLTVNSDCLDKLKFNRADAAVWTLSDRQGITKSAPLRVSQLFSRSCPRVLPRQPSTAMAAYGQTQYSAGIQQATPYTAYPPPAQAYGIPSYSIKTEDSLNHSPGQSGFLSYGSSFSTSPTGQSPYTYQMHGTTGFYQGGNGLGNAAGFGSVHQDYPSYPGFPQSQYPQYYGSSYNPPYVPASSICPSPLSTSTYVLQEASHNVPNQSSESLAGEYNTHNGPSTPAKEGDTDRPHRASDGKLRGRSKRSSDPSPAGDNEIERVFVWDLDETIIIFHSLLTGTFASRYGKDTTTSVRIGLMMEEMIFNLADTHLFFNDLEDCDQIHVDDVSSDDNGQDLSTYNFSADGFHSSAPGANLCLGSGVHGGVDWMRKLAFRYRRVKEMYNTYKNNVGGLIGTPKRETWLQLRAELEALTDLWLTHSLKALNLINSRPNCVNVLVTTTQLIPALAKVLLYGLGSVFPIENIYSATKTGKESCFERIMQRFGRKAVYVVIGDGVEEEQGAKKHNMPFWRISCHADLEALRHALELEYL
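Eya2 protein (added as 0.2 uM solution) was preincubated with compound for 10 min at ambient temperature in 50 mM HEPES pH 7.5, 50 mM NaCl, 5 uM MgCl2, 0.05% BSA, 1 mM DTT. OMFP (added at 50 uM) then reacted 10 min; fluorescence read at 485/525 nm.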
An asterisk follows results filed as active; [ ] = dose if it differs, or a comment. Unless noted, calls come from the whole dose curve; as a rule, active = well fitted curve in the direction sought with a large enough effect; inconclusive = small, poorly fitted or top-dose-only effect, or another doubt; inactive = no such curve, though single readings can be large; an effect the other way counts as inactive or inconclusive.

`CCCSc1nc(C)c(CC(=O)OCC)c(=O)[nH]1` gave KCNH2 WT inh 4, A-T KAP1 phos 3%, ELG1 DNA repair 2%, Mito fusion act -1%, USP2a inh 1%, TRPV1 ag 0, KCNH2 3.1 block -5, TCR activator 2%, TSHR antag -4 and Eya2 inh -17%.
`Cc1ccc(C)c(NC(=S)NNC(=O)c2csc3c2CCC(C)C3)c1` (configuration not stated) gave KCNH2 WT inh 4, A-T KAP1 phos 3%, ELG1 DNA repair -1%, Mito fusion act -15%, USP2a inh 2%, TRPV1 ag -1, KCNH2 3.1 block 18, TCR activator 0%, TSHR antag -7 and Eya2 inh 3%.
`CCn1cc(C=C2C(=O)c3ccccc3C2=O)c2ccccc21` gave KCNH2 WT inh 3, A-T KAP1 phos 4%, ELG1 DNA repair inconclusive, Mito fusion act -5%, USP2a inh 0%, TRPV1 ag 3, TCR activator -3%[46.1 µM], TSHR antag 2 and Eya2 inh 0%.
For CC(C)(C)NC(=O)C(c1ccccc1)N(C(=O)CNC(=O)c1cccs1)c1cccnc1 (configuration not stated) the results were KCNH2 WT inh 15, A-T KAP1 phos -10%, ELG1 DNA repair 19%, Mito fusion act 4%, USP2a inh 1%, TRPV1 ag 1, KCNH2 3.1 block 2, TCR activator 3%, TSHR antag 1 and Eya2 inh -15%.
Screening COc1ccc(NS(=O)(=O)c2cc3c(cc2C)N(C)CCO3)cc1 returned KCNH2 WT inh 2, A-T KAP1 phos 1%, ELG1 DNA repair 0%, Mito fusion act -1%, USP2a inh 0%, TRPV1 ag 7, KCNH2 3.1 block -1, TCR activator 9%, TSHR antag -2 and Eya2 inh 2%.
For COC(=O)c1cccc(OCC(O)Cn2ccnc2)c1 (configuration not stated) the results were KCNH2 WT inh 3, A-T KAP1 phos 7%, ELG1 DNA repair -3%, Mito fusion act 1%, USP2a inh 0%, TRPV1 ag -1, KCNH2 3.1 block 1, TCR activator -10%, TSHR antag 11 and Eya2 inh 9%.
COc1ccccc1NC(=O)CN1CCN(C(=O)C2CCCO2)CC1 (configuration not stated) was read as KCNH2 WT inh -2, A-T KAP1 phos -1%, ELG1 DNA repair inconclusive, Mito fusion act 0%, USP2a inh 4%, TRPV1 ag 1, KCNH2 3.1 block -1, TCR activator -1%, TSHR antag -3 and Eya2 inh 5%.
Screening O=C(/C=C/c1ccccc1Cl)Nc1ccc(-c2nnc3n2CCCCC3)cc1 returned KCNH2 WT inh 1, A-T KAP1 phos 4%, ELG1 DNA repair 18µM*, Mito fusion act -9%, USP2a inh 2%, TRPV1 ag 1, KCNH2 3.1 block 0, TCR activator -4%[46.1 µM], TSHR antag -5 and Eya2 inh 2%.
`CC(=O)c1ccc(OCCCC(=O)NCCc2ccccc2)cc1` gave KCNH2 WT inh 3, A-T KAP1 phos -20%, ELG1 DNA repair inconclusive, Mito fusion act -2%, USP2a inh 3%, TRPV1 ag 25, KCNH2 3.1 block 0, TCR activator 7%, TSHR antag -34 and Eya2 inh -2%.
`CC(=O)c1c(C)[nH]c(=S)c(C#N)c1-c1ccc(F)cc1` gave KCNH2 WT inh -4, A-T KAP1 phos -19%, ELG1 DNA repair 8%, Mito fusion act 13%, USP2a inh 2%, TRPV1 ag -1, KCNH2 3.1 block -5, TCR activator 0%, TSHR antag -6 and Eya2 inh 8%.

Brought forward from above: 2 compounds, then new ones.
`CC(=O)c1ccc(OCCCC(=O)NCCc2ccccc2)cc1` gave KCNH2 WT inh 3, A-T KAP1 phos -20%, ELG1 DNA repair inconclusive, Mito fusion act -2%, USP2a inh 3%, TRPV1 ag 25, KCNH2 3.1 block 0, TCR activator 7%, TSHR antag -34 and Eya2 inh -2%.
`CC(=O)c1c(C)[nH]c(=S)c(C#N)c1-c1ccc(F)cc1` gave KCNH2 WT inh -4, A-T KAP1 phos -19%, ELG1 DNA repair 8%, Mito fusion act 13%, USP2a inh 2%, TRPV1 ag -1, KCNH2 3.1 block -5, TCR activator 0%, TSHR antag -6 and Eya2 inh 8%.
`Cc1cc(C)nc(NC(=NCCc2c[nH]c3ccccc23)NC(=O)Nc2ccc(Cl)cc2)n1` gave KCNH2 WT inh 0, A-T KAP1 phos 1%, ELG1 DNA repair inconclusive, Mito fusion act 26%, USP2a inh 6%, TRPV1 ag -1, KCNH2 3.1 block -43, TCR activator 0%[46.1 µM], TSHR antag -20 and Eya2 inh 3%.
CCCc1cc(C(=O)N2CCCC(CO)(CCCc3ccccc3)C2)n(C)n1 (configuration not stated) was read as KCNH2 WT inh -1, A-T KAP1 phos 7%, ELG1 DNA repair inconclusive, Mito fusion act 0%, USP2a inh -4%, TRPV1 ag 15, TCR activator -1%, TSHR antag 15 and Eya2 inh -14%.
For Cc1cccc(NC(=O)CCN2CC(C)OC(C)C2)c1 (configuration not stated) the results were KCNH2 WT inh 8, A-T KAP1 phos 12%, ELG1 DNA repair -3%, Mito fusion act -5%, USP2a inh 0%, TRPV1 ag -2, KCNH2 3.1 block -10, TCR activator 10%, TSHR antag -2 and Eya2 inh -13%.
Cc1csc(/N=C/c2ccc([N+](=O)[O-])cc2)n1 was read as KCNH2 WT inh 7, A-T KAP1 phos -3%, ELG1 DNA repair 12%, Mito fusion act 2%, USP2a inh 0%, TRPV1 ag 1, KCNH2 3.1 block -16, TCR activator 0%[46.1 µM], TSHR antag -9 and Eya2 inh -3%.
`CC1=C/C(=C(\c2ccc(O)c(C)c2)c2ccccc2S(=O)(=O)O)C=CC1=O` gave KCNH2 WT inh -4, A-T KAP1 phos -12%, ELG1 DNA repair 9%, Mito fusion act -1%, USP2a inh 2%, TRPV1 ag -2, KCNH2 3.1 block -16, TCR activator 13%, TSHR antag 21 and Eya2 inh 6%.
`CCOC(=O)CSc1nnc([C@H](Cc2ccccc2)NC(=O)OC(C)(C)C)o1` gave KCNH2 WT inh 23, A-T KAP1 phos 0%, ELG1 DNA repair -1%, Mito fusion act 4%, USP2a inh 1%, TRPV1 ag -4, KCNH2 3.1 block -37, TCR activator 5%, TSHR antag 1 and Eya2 inh 1%.
For CCCCCSc1nc2c(c(=O)[nH]c(=O)n2C)n1C(C)C the results were KCNH2 WT inh -11, A-T KAP1 phos 7%, ELG1 DNA repair inconclusive, Mito fusion act 26%, USP2a inh 3%, TRPV1 ag 0, KCNH2 3.1 block -2, TCR activator -4%[46.1 µM], TSHR antag 2 and Eya2 inh -2%.
Screening COc1ccc(CCNC(=O)C2CCC(CNS(=O)(=O)c3ccccc3)CC2)cc1OC (configuration not stated) returned A-T KAP1 phos 4%, ELG1 DNA repair -8%, Mito fusion act 25%, USP2a inh 1%, TRPV1 ag 2, TSHR antag -6 and Eya2 inh 0%.
Screening COCc1nnc(NS(=O)(=O)c2ccccc2)s1 returned KCNH2 WT inh -5, A-T KAP1 phos 2%, ELG1 DNA repair 3%, Mito fusion act 2%, USP2a inh 0%, TRPV1 ag -4, KCNH2 3.1 block 8, TCR activator -3%, TSHR antag 4 and Eya2 inh 2%.
Screening Cc1ccccc1CCN(C(=O)Cn1nnc2ccccc21)C(C(=O)NC(C)(C)C)c1ccsc1 (configuration not stated) returned KCNH2 WT inh -19, A-T KAP1 phos -3%, ELG1 DNA repair inconclusive, Mito fusion act -3%, USP2a inh 1%, TRPV1 ag inconclusive, KCNH2 3.1 block 3, TCR activator -4%, TSHR antag -7 and Eya2 inh -4%.
`CCOc1cc(CNCCc2ccc(S(N)(=O)=O)cc2)ccc1OCc1ccccc1` gave KCNH2 WT inh 59, A-T KAP1 phos 0%, ELG1 DNA repair 16%, Mito fusion act 1%, USP2a inh 0%, TRPV1 ag 17, TCR activator 8%, TSHR antag 17 and Eya2 inh -6%.
`COCCNC(=O)/C(C#N)=C/c1nc(N(C)C)n(-c2ccc(F)cc2)c1Cl` gave KCNH2 WT inh -1, A-T KAP1 phos 0%, ELG1 DNA repair inconclusive, Mito fusion act 2%, USP2a inh 1%, TRPV1 ag 3, KCNH2 3.1 block 28, TCR activator -9%, TSHR antag -4 and Eya2 inh 1%.
Nn1c(SCC(=O)Nc2ccccc2C(F)(F)F)nncc1=O was read as KCNH2 WT inh -4, A-T KAP1 phos 0%, ELG1 DNA repair 9%, Mito fusion act -3%, USP2a inh 2%, TRPV1 ag 0, KCNH2 3.1 block inconclusive, TCR activator -15%, TSHR antag 10 and Eya2 inh -3%.
`CCCOc1ccc(C(=O)OCC(=O)c2c(N)n(C)c(=O)n(C)c2=O)cc1OCC` gave KCNH2 WT inh -1, A-T KAP1 phos 4%, ELG1 DNA repair 0%, Mito fusion act 0%, USP2a inh 3%, TRPV1 ag -1, KCNH2 3.1 block -4, TCR activator 3%, TSHR antag 2 and Eya2 inh -7%.

Not all compounds are listed. The share of hits here may be higher or lower than overall.
